SUMO HTRF inh: inhibitors of in vitro SUMOylation cascade, primary screen, biochemical, HTRF, uHTS; SUMO-conjugating enzyme UBC9 (Homo sapiens), P63279; HTRF SUMOylation assay, SAE1/SAE2 + UBC9; inhibition, % at 35 µM; hit rate 0.36% among 290,000; in the data active = inhibition above about 50%, passing the limit was not always enough; also: strong numbers were not always called active
FID counter: compounds displacing fluorescent DNA intercalator, primary screen, artefact control for HCV NS3 helicase inhibitor project, biochemical, FID fluorescence | DNA fluorescent intercalator displacement | hit rate 0.17% among 290,000 | AID 1845, 2009 | inhibition, % at 7.9 µM; in the data active = inhibition above about 37%;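 also: 0% = vehicle and 100% = reference compound; higher means more ethidium bromide displaced from hairpin DNA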
IDE act: human IDE activators in live cells, primary screen, fluorescence polarization, HEK cells, FAbeta-B substrate | FAbeta-B cleavage; 0% vehicle, 100% cell-free pure enzyme wells | activation, % at 5.96 µM | hit rate 0.073% among 340,000;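 active = activation above the mean of all tested compounds plus 3 SD, set per screening campaign, cut at about 17% in these data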
PHOSPHO1 inh: PubChem AID 1565; Phosphoethanolamine/phosphocholine phosphatase (Homo sapiens), Q8TCT1; recombinant PHOSPHO1, absorbance phosphatase assay; inhibition, % at 13.3 µM; hit rate 1.1% among 290,000; in the data active = inhibition above about 60%
VIM-2 inhibitor: VIM-2 metallo-beta-lactamase inhibitors, primary screen, biochemical, epi-absorbance readout, Pseudomonas aeruginosa enzyme; purified VIM-2, nitrocefin hydrolysis, epi-absorbance fluorescence; AID 1527, 2009; hit rate 0.89% among 290,000; inhibition, % at 5.6 µM;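 active = inhibition above the mean of all tested compounds plus 3 SD, cutoff set per screening run, cut at about 7.5% in these data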;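 also: red hydrolysis product quenches plate fluorescence so inhibitors raise well fluorescence; 0% = enzyme with DMSO and 100% = DMSO without enzyme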
NS3 helicase inh: inhibitors of HCV NS3 helicase, primary screen, biochemical, Cy5 molecular beacon fluorescence; NS3 helicase DNA unwinding; hit rate 0.56% among 290,000; AID 1800, 2009; inhibition, % at 10.9 µM;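 active = inhibition above the mean of all tested compounds plus 3 SD, set per campaign, cut at about 35% in these data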;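 also: 0% = DMSO wells and 100% = thioflavine S control wells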
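System: HCV NS3 helicase fragment; control set: DMSO and thioflavine S; technique: Cy5 fluorescence at 0 and 60 min, beacon hairpin quenching; reagent: beacon DNA duplex substrate plus ATP; replicates: singlicate; schedule: 1 h reaction at 25 °C, ATP-initiated; medium: MOPS buffer pH 6.5 with MgCl2, DTT, Tween20, BSA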
pCIP destab: p/CIP-EGFP fusion destabilizers, primary screen, fluorescence, F442A cells. Q05BA5. hit rate 0.01% among 290,000. AID 1984, 2009. decrease of EGFP signal, % at 10 µM. 16 h;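 active = EGFP signal decrease of at least 30% at 10 µM or well 3 SD below plate mean, unless failing retest; inactive = the rest, including hits failing retest or dose response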; also: some compounds called inactive have numbers as strong as hits; many of its hits are not listed in these tables
Target sequence (Q05BA5 1-1403): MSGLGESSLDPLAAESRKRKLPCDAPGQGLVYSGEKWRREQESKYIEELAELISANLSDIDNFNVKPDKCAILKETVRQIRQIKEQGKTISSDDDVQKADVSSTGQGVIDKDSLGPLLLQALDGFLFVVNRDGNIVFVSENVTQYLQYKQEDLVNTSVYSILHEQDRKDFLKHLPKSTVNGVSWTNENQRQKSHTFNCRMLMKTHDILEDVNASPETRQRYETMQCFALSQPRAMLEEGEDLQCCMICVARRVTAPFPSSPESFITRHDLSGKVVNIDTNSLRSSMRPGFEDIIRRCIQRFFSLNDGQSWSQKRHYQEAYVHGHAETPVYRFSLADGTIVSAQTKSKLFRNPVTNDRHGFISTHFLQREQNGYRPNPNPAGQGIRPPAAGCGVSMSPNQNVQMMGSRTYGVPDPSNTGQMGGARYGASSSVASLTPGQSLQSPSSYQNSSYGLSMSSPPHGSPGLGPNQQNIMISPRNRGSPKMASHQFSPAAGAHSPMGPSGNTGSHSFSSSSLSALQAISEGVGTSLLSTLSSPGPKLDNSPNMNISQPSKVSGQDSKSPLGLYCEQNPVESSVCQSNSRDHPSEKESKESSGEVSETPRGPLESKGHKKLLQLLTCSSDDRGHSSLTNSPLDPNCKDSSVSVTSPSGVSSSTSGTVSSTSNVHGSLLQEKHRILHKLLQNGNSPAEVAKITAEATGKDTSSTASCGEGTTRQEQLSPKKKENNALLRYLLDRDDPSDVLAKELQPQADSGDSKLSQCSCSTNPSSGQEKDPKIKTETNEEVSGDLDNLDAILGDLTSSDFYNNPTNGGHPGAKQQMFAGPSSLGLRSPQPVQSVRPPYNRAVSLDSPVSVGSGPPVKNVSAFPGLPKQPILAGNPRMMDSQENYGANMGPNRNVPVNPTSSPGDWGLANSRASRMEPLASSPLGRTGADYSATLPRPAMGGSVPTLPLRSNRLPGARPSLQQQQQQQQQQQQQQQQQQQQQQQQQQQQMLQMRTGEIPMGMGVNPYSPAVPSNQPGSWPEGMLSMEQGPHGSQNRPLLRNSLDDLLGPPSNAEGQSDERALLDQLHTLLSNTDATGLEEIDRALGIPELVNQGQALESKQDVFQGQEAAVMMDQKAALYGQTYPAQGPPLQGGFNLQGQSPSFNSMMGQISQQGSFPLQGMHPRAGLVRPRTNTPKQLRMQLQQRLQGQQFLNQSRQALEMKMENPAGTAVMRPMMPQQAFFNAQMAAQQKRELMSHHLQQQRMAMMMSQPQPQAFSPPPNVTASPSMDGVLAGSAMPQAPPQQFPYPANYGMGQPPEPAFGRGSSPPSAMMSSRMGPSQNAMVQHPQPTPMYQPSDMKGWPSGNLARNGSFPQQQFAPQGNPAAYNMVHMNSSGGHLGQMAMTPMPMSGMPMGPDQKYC
MEKK3 PB1 HTS: modulators of MEKK3-MEK5 PB1 binding, primary screen, biochemical, wildtype MEKK3, multiplex bead flow cytometry, Alexa488-MEK5. binding response (% of control), % at 10 µM. hit rate 1.4% among 290,000. AID 1529, 2009. Mitogen-activated protein kinase kinase kinase 3 (Homo sapiens), Q99759. bead-based flow cytometry, Alexa488-MEK5 binding to MEKK3; actives lie on both sides; 0 = blocked by unlabeled MEK5, 100 = vehicle;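 active = binding response more than 3 SD above or below the average of its plate-row segment, actives on both sides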;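 also: Alexa488 bead fluorescence after subtracting the streptavidin-only scavenger bead signal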
IMP-1 inhibitor: IMP-1 metallo-beta-lactamase inhibitors, primary screen, biochemical, epi-absorbance readout, Pseudomonas aeruginosa enzyme | metallo-beta-lactamase IMP-1 (Pseudomonas aeruginosa) | purified IMP-1, nitrocefin hydrolysis, epi-absorbance fluorescence | inhibition, % at 5.6 µM | hit rate 0.45% among 290,000;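 active = inhibition above the mean plus 3 SD of all compounds in the same screening run, cut at about 4.5% in these data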;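 also: 0% = IMP-1 with DMSO and 100% = DMSO wells lacking enzyme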
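Material – recombinant IMP-1 enzyme, purified · Amount – IMP-1 0.2 nM before substrate addition · Medium – HEPES buffer pH 7.1 with ZnSO4 and Brij 35 · Timing – 25 °C, 15 min preincubation, 25 min reaction · Measured by – plate fluorescence quenching by hydrolysis product, ex 480/em 530 nm · Read-out – percent enzyme inhibition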
An asterisk follows results filed as active; nt = not tested or not shown. An excerpt (hit frequency here may not be typical).

Below each SMILES: SUMO HTRF inh, FID counter, IDE act, PHOSPHO1 inh, VIM-2 inhibitor, NS3 helicase inh, pCIP destab, MEKK3 PB1 HTS, IMP-1 inhibitor
[1] C[C@H](NC(=O)c1nc[nH]c1C(=O)NCC(=O)OCc1ccccc1)C(=O)OC(C)(C)C
→ -7, -38, -1, 4, -0.2, -3, 4, 100, -2.5
[2] CC(=O)Nc1ccc(-c2csc(NC(=O)c3ccc(C)o3)n2)cc1
→ 0, -10, 0, 27, -6.2, -12, -21, 99, -3.9
[3] O=C(c1cc(C(=O)NCCc2ccccc2)c(=O)n(CCc2ccccc2)c1)c1cc(Cl)ccc1O
→ -14, -2, 6, 11, 0.9, -4, -11, 108, -2.3
[4] Cc1cc(C)c(C(=O)C(C)OC(=O)c2ccc(Cl)nc2)cc1C (stereo unspecified)
→ 0, -30, 6, 3, -1.1, -15, 3, 103, -0.6
[5] Cc1c(Br)c(C(=O)N2CCc3ccccc32)nn1C
→ 8, -9, -1, 5, -4.8, 3, -21, 99, 10*
[6] O=C(Nc1ccccc1C(=O)N/N=C/c1ccc(O)cc1)c1ccccc1
→ 5, -6, 1, 4, -4.3, 6, -7, 100, -3.1
[7] Cc1ccc(-c2nnn(CCC(=O)NC3CCCC3)n2)cc1
→ -23, -8, -1, -5, 0.3, 2, 6, 99, 0.1
[8] COc1ccc(C(=O)Oc2ccc(F)cc2C(=O)/C=C/c2ccc(OC)c(OC)c2)cc1
→ 0, -15, 0, -32, -2.0, -26, -3, 106, -2.3
[9] O=C(c1ccc2c3c(cccc13)CC2)C1CCCN(C(=O)c2cc[n+]([O-])cc2)C1 (stereo unspecified)
→ 24, -15, 1, 52, 0.0, 0, -5, 103, -1.9
[10] CC(C)(O)C#Cc1ccc(CN2CCN(Cc3ccsc3)C(CCO)C2)cc1 (stereo unspecified)
→ 1, -1, -4, 8, -1.5, 3, -4, 103, -1.9
[11] Cc1oc(-c2ccccc2F)nc1CS(=O)CC(=O)NC1CC1 (stereo unspecified)
→ 9, -23, 2, 29, 0.1, 4, 4, 101, -0.9
[12] CN1C(=O)[C@H]2[C@@H](C3CC3)N3C(=O)CN(CCO)C(=O)[C@@]3(Cc3ccccc3)[C@H]2C1=O
→ 8, -5, -4, -2, -1.4, -11, -8, 102, -4.1
[13] O=C(CC1(C(=O)O)CCCC1)N1CCOCC1
→ 10, -2, 5, 10, 0.4, -13, 4, 98, -2.4
[14] CS(=O)(=O)c1ccc(N2CCOCC2)c(S(C)(=O)=O)c1
→ 1, -1, 2, 22, -1.8, 11, 1, 101, 0.7
[15] Cc1nn(-c2ccccc2)c2nc(C(F)(F)F)[nH]c(=O)c12
→ 15, 0, 0, -2, -1.6, 20, -3, 93, -0.9
[16] CC(C)OCC(O)CSc1ccccn1 (stereo unspecified)
→ 9, 4, 5, 11, 0.9, -2, -8, 100, 0.0
[17] COc1ccc(Oc2ccc(S(=O)(=O)N3CCCCC3)cc2S(=O)(=O)N2CCCCC2)cc1
→ 7, -1, 3, 3, -0.6, -5, 6, 95, -0.3
[18] COc1cccc(-n2nnnc2SCC(=O)N2CCCc3ccccc32)c1
→ 32, -25, 6, 21, -1.8, -3, -15, 96, -0.1
[19] Cc1cc(C)cc(N2C(=O)CC(N(C(=O)c3ccco3)c3cc(C)cc(C)c3)C2=O)c1 (stereo unspecified)
→ 7, -3, 5, 21, -4.3, -1, 7, 98, -3.6
[20] COc1ccc(N2CCN(C(=O)CCc3nnc4ccc(N5CCCC5)nn34)CC2)cc1
→ 16, -46, 2, -41, -0.6, 0, -5, 104, -1.5
[21] Cc1sc(NC(=O)CCC(=O)O)c(C#N)c1C
→ 5, -19, 2, 6, 0.4, 9, 1, 111, -2.4
[22] Cc1cc(NC(=O)Cn2nc3c(cc2=O)CCCC3)ccc1Br
→ 9, -15, 2, -12, -2.0, -9, 4, 97, -0.3
[23] O=C(COC(=O)c1ccccc1F)c1ccc(-n2nncc2-c2ccco2)cc1
→ -6, -28, 2, -21, -1.3, 12, 2, 93, -4.7
[24] O=c1oc2c3c(nn2c2ccccc12)CCCC3
→ 22, -8, -2, 7, 4.0, -8, -11, 101, -1.1
[25] CCOC(=O)c1c(CN2CCN(C)CC2)n(-c2ccccc2)c2cc(Br)c(O)cc12
→ 16, 12, -2, 33, 2.2, -57, 1, 103, -0.8
[26] Cc1cc(Oc2ccc(C#N)cc2)nc(NCc2ccccc2)n1
→ 10, 6, 2, 13, 4.6, 2, -22, 101, 0.5
[27] CCc1nc(C)c(-c2ccccc2)c(=O)[nH]1
→ 22, 4, 1, -5, -1.6, 0, 7, 100, -3.0
[28] CNS(=O)(=O)c1cccc(C(=O)OCC(=O)Nc2sc3c(c2C#N)CCCCC3)c1
→ -15, -3, 5, -31, -1.3, 2, -14, 109, -1.7
[29] O=S(=O)(Nc1ccc(-c2nc3ccccc3o2)cc1)c1ccccc1
→ -4, -4, 1, 1, -3.6, -15, -9, 105, 3.0
[30] CN(C(=O)COC(=O)c1cccnc1Nc1cccc(C(F)(F)F)c1)C1CCS(=O)(=O)C1 (stereo unspecified)
→ -13, -20, -6, 2, -3.5, 5, 3, 88, -3.8

4 compounds from above, ordered by their value in pCIP destab, descending:
entry | Structure | SUMO HTRF inh | IDE act | PHOSPHO1 inh | VIM-2 inhibitor | NS3 helicase inh | pCIP destab | MEKK3 PB1 HTS | IMP-1 inhibitor
1 | C[C@H](NC(=O)c1nc[nH]c1C(=O)NCC(=O)OCc1ccccc1)C(=O)OC(C)(C)C | -7 | -1 | 4 | -0.2 | -3 | 4 | 100 | -2.5
10 | CC(C)(O)C#Cc1ccc(CN2CCN(Cc3ccsc3)C(CCO)C2)cc1 (stereo unspecified) | 1 | -4 | 8 | -1.5 | 3 | -4 | 103 | -1.9
6 | O=C(Nc1ccccc1C(=O)N/N=C/c1ccc(O)cc1)c1ccccc1 | 5 | 1 | 4 | -4.3 | 6 | -7 | 100 | -3.1
2 | CC(=O)Nc1ccc(-c2csc(NC(=O)c3ccc(C)o3)n2)cc1 | 0 | 0 | 27 | -6.2 | -12 | -21 | 99 | -3.9

(continued)
Below each SMILES: SUMO HTRF inh, FID counter, IDE act, PHOSPHO1 inh, VIM-2 inhibitor, NS3 helicase inh, pCIP destab, MEKK3 PB1 HTS, IMP-1 inhibitor
[31] S=C(NCc1ccccc1)NCc1cccc(CNC(=S)NCc2ccccc2)c1
→ -17, -3, 4, -4, 1.8, -31, 0, 86, -1.1
[32] CC1(C)C2CCC1(CS(=O)(=O)NCc1ccc(C(F)(F)F)cc1)C(=O)C2 (stereo unspecified)
→ -19, -25, 0, 2, -2.2, -8, -7, 101, -0.9
[33] Cc1ccc(S(=O)(=O)CC(O)COc2ccc(C#N)cc2)cc1 (stereo unspecified)
→ 18, -6, 1, 29, -3.9, 2, -6, 99, -3.2
[34] CC(=O)Nc1n[nH]c(S(=O)(=O)Cc2ccc(Cl)cc2Cl)n1
→ 17, 5, 5, 18, -4.2, -4, -2, 103, -2.4
[35] CC#CC[N+](C)(C)CCCCCCCCCCCC
→ 18, 23, 2, -5, -1.0, -70, -28, 102, -1.5
[36] CCc1nnc(NC(=O)CN2CCN(Cc3cccc(Cl)c3)CC2)s1
→ 5, -5, 4, 34, -4.0, 9, -19, 98, -3.2
[37] Cc1cc(C)cc(NC(=O)NC(C)C2CCCO2)c1 (stereo unspecified)
→ 4, 3, 4, 37, -2.4, 2, -11, 102, -1.7
[38] CC(C)CC(C(=O)N1CCc2ccccc2C1)N1C(=O)c2ccccc2C1=O (stereo unspecified)
→ 16, -35, 4, 11, -3.0, 3, -6, 97, -5.1
[39] O=C(COc1ccc(Cl)cc1)NCc1nnc(SCC(=O)N2CCCc3ccccc32)o1
→ 2, -13, 0, -16, -0.6, -3, -16, 108, -1.1
[40] O=C(NNC1CC(=O)N(c2ccc(Cl)cc2)C1=O)c1ccccn1 (stereo unspecified)
→ -6, -5, 4, -8, 0.4, 6, -1, 93, -0.4
[41] CCc1cccc(C)c1NC(=O)C1CCCN1C(=O)NCc1ccccc1 (stereo unspecified)
→ 2, -6, 2, 35, -1.6, 0, -8, 98, 0.1
[42] Cc1cccc(N2CCN(c3nnnn3-c3ccccc3)CC2C)c1 (stereo unspecified)
→ -10, -30, 1, -5, -1.4, 4, 2, 101, -5.4
[43] COc1ccc(NC(=O)NNC(=O)c2cc3occc3n2C)c(OC)c1
→ 12, -15, 6, 24, -2.1, 3, -3, 99, -3.7
[44] CC(C)C(=O)Nc1sc2c(c1C(N)=O)CCN(Cc1ccccc1)C2
→ 11, -17, 3, 15, -1.9, -8, -9, 98, -3.2
[45] CC1CCN(C(=O)COc2ccc(S(=O)(=O)N3CCCC3)cc2)CC1
→ 6, -26, -1, 6, -4.6, 1, 4, 102, -2.8
[46] O=C(CCC(=O)N1CCOc2ccccc21)NC1CCN(Cc2ccccc2)CC1
→ 7, 0, 7, 33, -5.5, -11, -3, 103, -1.2
[47] CCCCNC(=O)C1Cc2cc(S(=O)(=O)N3CCCC3)ccc2N1C(C)=O (stereo unspecified)
→ 1, -6, 3, 44, -6.2, -3, 5, 101, -2.2
[48] COc1cc(C2Nn3c(nnc3-c3ccccc3OC)S2)ccc1O (stereo unspecified)
→ -3, -5, -5, 6, -1.5, 2, -22, 106, -4.9
[49] Cc1cccc(C)c1OCC(=O)Nc1ccc(S(=O)(=O)Nc2ccccn2)cc1
→ -2, -18, -2, -18, -3.7, 9, 8, 100, -4.0
[50] CSc1ccccc1C(=O)Nc1nccs1
→ 16, -2, 4, -21, -0.4, 6, -3, 99, -1.0
[51] COc1ccccc1NC(=O)COC(=O)CNC(=O)c1ccc(OC)c(OC)c1
→ 27, -6, -1, -8, -2.6, 2, -4, 110, -4.0
[52] CC(C)c1nnc(NC(=O)C2CCN(c3cnccn3)CC2)s1
→ -18, -18, -2, 39, -0.1, -4, 1, 108, -2.2
[53] CCN1CCCC1CNC(=O)Cn1cccc1C(=O)c1ccccc1C (stereo unspecified)
→ 2, 9, 3, 16, -1.5, -13, -16, 100, -3.4
[54] CN(C)CCNC(=O)c1cc2sc3ccccc3c2s1
→ 3, 24, -2, 2, 2.0, -25, 2, nt, -0.3

Bioassay records from PubChem.
